# Screens (PubChem BioAssay)
# TAAR1 antag = human TAAR1 antagonism. AID 624466. hit rate 1.5% among 360,000. Q96RJ0. inhibition, % at 3 µM. CHO RD-HGA16 TAAR1, Fluo-8 calcium fluorescence, antagonist;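 active = inhibition above a per-plate cutoff, the mean inhibition of test compounds on that plate plus 3 SD, cut at about 49% in these data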;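 also: 0% = DMSO plus EC80 beta-PEA response and 100% = DMSO alone without agonist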
# Target sequence (Q96RJ0 whole entry, looked up): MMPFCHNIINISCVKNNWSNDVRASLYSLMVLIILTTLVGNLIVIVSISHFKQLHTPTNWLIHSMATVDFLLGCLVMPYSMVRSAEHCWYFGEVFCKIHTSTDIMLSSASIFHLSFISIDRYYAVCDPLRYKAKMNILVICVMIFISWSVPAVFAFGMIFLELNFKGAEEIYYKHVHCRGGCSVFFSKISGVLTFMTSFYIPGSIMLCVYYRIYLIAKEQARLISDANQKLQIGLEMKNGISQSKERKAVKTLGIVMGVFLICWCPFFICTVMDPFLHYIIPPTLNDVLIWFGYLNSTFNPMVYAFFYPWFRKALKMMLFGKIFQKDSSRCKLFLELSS
#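 Test system: CHO RD-HGA16 cells bearing hTAAR1 | Reagent: β-PEA, EC80 | Compound dosing: 3 µM, single point | Schedule: Dye loading 75 min at 37 °C, then 30 min room temperature | Signal: Calcium fluorescence with Fluo-8 | Evaluation: Percent inhibition of PEA-evoked calcium signal, max/basal emission ratio | Control set: DMSO-only wells and EC80 β-PEA-stimulated wells | Repeats: Singlicate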
# CHRM1 agonist = human M1 muscarinic receptor agonism | AID 588814 | CHO-K1 hM1, Fluo-8 calcium fluorescence, agonist mode; 0% DMSO, 100% acetylcholine EC100 | P11229 | activation, % at 3 µM | hit rate 0.33% among 360,000;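 active = activation above the run's mean compound activation plus 3 SD, cut at about 16% in these data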;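 also: peak over basal fluorescence ratio within a 140 s kinetic read after compound addition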
# Target sequence (P11229 whole entry, looked up): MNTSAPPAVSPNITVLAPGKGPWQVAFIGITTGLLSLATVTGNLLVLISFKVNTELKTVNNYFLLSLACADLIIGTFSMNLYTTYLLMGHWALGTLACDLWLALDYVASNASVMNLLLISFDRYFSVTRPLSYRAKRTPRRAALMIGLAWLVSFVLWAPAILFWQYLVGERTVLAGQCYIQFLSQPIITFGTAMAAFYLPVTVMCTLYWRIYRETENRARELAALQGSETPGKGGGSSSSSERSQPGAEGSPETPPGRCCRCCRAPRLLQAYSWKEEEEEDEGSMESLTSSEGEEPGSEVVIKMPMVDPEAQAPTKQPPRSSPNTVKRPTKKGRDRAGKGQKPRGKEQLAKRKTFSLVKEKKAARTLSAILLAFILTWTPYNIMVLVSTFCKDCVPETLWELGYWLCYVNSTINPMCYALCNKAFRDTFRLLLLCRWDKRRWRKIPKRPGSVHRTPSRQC
# CHO-K1 Ca ag = counter-screen for M1 agonists: effect in parental CHO-K1 cells; Fluo-8 calcium fluorescence; scaled to maximal ATP response, vehicle zero; activation, % at 3 µM; hit rate 0.48% among 360,000; AID 602248; in the data active = activation above about 15%;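 also: untransfected CHO-K1 host cells lacking M1 receptor as counterscreen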
# CHO parental Ca = counter-screen for OX1R antagonists: effect in parental CHO cells. parental CHO-K1, ATP-induced calcium, Fluo-8 fluorescence. inhibition, % at 5.6 µM. hit rate 0.63% among 330,000. AID 463079;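 active = inhibition above that plate's mean sample inhibition plus 3 SD, cut at about 26% in these data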;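 also: 0% = ATP-challenged DMSO wells and 100% = DMSO wells without ATP; some compounds past the cut are filed as inactive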
#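 Assay system: parental CHO cells; Read-out basis: percent inhibition of ATP-evoked calcium rise, normalized to controls; Benchmarks: ATP and no-ATP DMSO wells; Compound dosing: single nominal dose of 5.6 µM per compound; Signal: Fluo-8 calcium dye fluorescence; Also added: ATP as calcium-mobilizing challenge; Repeats: singlicate.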
# CHO-K1 Ca antag = counter-screen for M1 antagonists: effect in parental CHO-K1 cells; ATP-induced calcium, Fluo-8 fluorescence; inhibition, % at 3 µM; hit rate 0.6% among 360,000; AID 602250;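 active = inhibition above a per-plate cutoff, the plate's mean sample inhibition plus 3 SD, cut at about 24% in these data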;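 also: 0% = DMSO plus EC80 ATP and 100% = DMSO alone without ATP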
# TAAR1 agonist = agonists of human TAAR1 | Q96RJ0 | CHO RD-HGA16 TAAR1, Fluo-8 calcium fluorescence; vehicle wells 0%, saturating PEA agonist 100% | activation, % at 3 µM | hit rate 0.99% among 360,000 | AID 624467;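 active = activation above the mean activation of all test compounds in the run plus 3 SD, cut at about 38% in these data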
#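 Repeats: no replicates (n 1) | Material: CHO-derived RD-HGA16 cells with stable Gα16 and human TAAR1 | Technique: Kinetic Fluo-8 calcium fluorescence | Schedule: 17-24 h seeding, 75 min 37 °C dye, 30 min RT | Evaluation: % activation from peak over basal fluorescence ratio, DMSO-to-PEA scaled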
# M1 antag = antagonists of human M1 muscarinic receptor; P11229; CHO-K1 hM1, Fluo-8 calcium fluorescence, ACh EC80 antagonist; inhibition, % at 3 µM; hit rate 1.3% among 360,000;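 active = percent inhibition above its own plate's cutoff, namely the mean of that plate's compound wells plus 3 SD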;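 also: peak over basal fluorescence ratio during 140 s after agonist addition; 0% = ACh EC80 plus DMSO and 100% = DMSO alone without agonist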
# M1 PAM = positive allosteric modulators of human M1 muscarinic receptor. hit rate 0.088% among 360,000. CHO-K1 hM1, Fluo-8 calcium fluorescence, ACh EC20; 0% = ACh EC20, 100% = maximal ACh. P11229. activation, % at 3 µM; in the data active = activation above about 19%, passing the limit was not always enough
# CHO-K1 Ca PAM = counter-screen for M1 PAMs: effect in parental CHO-K1 cells. ATP EC20, Fluo-8 calcium fluorescence; 0% at ATP EC20, 100% at ATP max. activation, % at 3 µM. hit rate 0.02% among 360,000. AID 602247;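 active = activation above the run cutoff, the mean activation of all test compounds plus 3 SD, cut at about 40% in these data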;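 also: peak over basal fluorescence ratio in a 140 s read after ATP addition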
# Numbers without * were called inactive; / = not tested or not shown.
SMILES,TAAR1 antag,CHRM1 agonist,CHO-K1 Ca ag,CHO parental Ca,CHO-K1 Ca antag,TAAR1 agonist,M1 antag,M1 PAM,CHO-K1 Ca PAM
COCCNC(=O)C1CCC(CNS(=O)(=O)c2c(C)cc(C)cc2C)CC1 (stereo not given),-3,4,1.6,-8,-13,3,-18,23,-16
C[C@H](CO)N1C[C@H](C)[C@@H](CN(C)Cc2ccc(-c3ccccc3)cc2)Oc2c(NS(=O)(=O)c3cccs3)cccc2C1=O,28,-2,1.0,-17,-15,10,-7,2,6
COC(CN(C(=O)CCl)C(C(=O)NC1CCCCC1)c1ccc(Cl)cc1)OC (stereo not given),-2,-6,0.4,-9,15,-1,6,0,-1
N#Cc1c(N)nc(SCc2ccccn2)c(C#N)c1-c1cccs1,18,-4,3.8,-4,9,13,7,-4,5
COc1ccc(N2CCN(CC(=O)NC(=O)NC(C)(C)C)CC2)cc1,-29,-3,0.0,6,-12,0,0,4,8
COc1ccc(NS(=O)(=O)c2cccc(NC(=O)COc3ccc(OC)cc3)c2)cc1,-7,2,7.0,16,-7,4,-3,-1,15
CCSc1ccccc1C(=O)Nc1cccc(OC)c1,2,-4,0.5,-8,-14,4,-6,9,23
CCn1c(O)c(N=NC(=O)CNc2ccc(C)cc2)c2ccccc21,-13,-4,0.5,-17,-2,0,0,-1,-3
COc1ccc(S(=O)(=O)Nc2ccc(F)cc2F)cc1C(=O)N1CCOCC1,-20,-4,0.2,-6,-9,2,-12,7,12
COCC(C)n1c(=O)sc2ccccc2c1=O (stereo not given),15,-8,0.1,-6,5,10,1,13,10
CSc1ccccc1C(=O)NC1CC2CCC1C2 (stereo not given),4,-6,0.5,2,-4,2,-23,10,10
CCOc1ccc2nc(N3CCC(C(=O)N4CCN(C(=O)c5ccco5)CC4)CC3)sc2c1,/,-10,0.9,-24,-5,/,-4,1,21
Nc1c(C(=O)O)cnn1-c1ccc([N+](=O)[O-])cc1,-15,2,0.9,-14,-4,2,-17,14,14
C=CCN1CCc2cc(O)c(O)cc2C(c2ccccc2)C1 (stereo not given),-10,-5,0.2,2,1,2,-12,1,3
CN(C)c1cccc(O)c1,12,1,0.8,1,-21,1,-18,8,9
CCOC(=O)CCCCCC(=O)Nc1ccc2c(c1)CC(=O)N([C@@H](C)CO)C[C@@H](C)[C@@H](CN(C)C(=O)Nc1ccc(C(F)(F)F)cc1)O2,-11,-6,1.0,-29,-18,2,-11,12,23
CCCC1=[N+](CC(=O)c2ccc(C)cc2)CCn2cccc21,7,-6,1.5,-6,-8,0,-9,12,26
COc1ccc(C2=NS(=O)(=O)N(C)C(C(=O)N3CCCCC3C)=C2)cc1 (stereo not given),1,-3,0.8,2,4,1,0,-3,-3
CCOC(=O)c1c(C)c(C(=O)N2CCN(C(=O)c3ccco3)CC2)c(C)n1C,/,-4,1.2,-3,-7,/,-5,6,24
O=C(c1cc(N2C(=O)C3C4CCC(C4)C3C2=O)ccc1Cl)N1CCN(c2ccccc2F)CC1 (stereo not given),-3,-6,0.3,-1,-10,0,-10,4,15
Cc1ccc(NC(=O)Cn2cccc2C2=NC(c3ccccc3)CO2)c(C)c1 (stereo not given),7,-8,0.4,-14,-1,3,4,6,12
CC(=O)NC1=CC(=C[N+](=O)[O-])C=C1O,-21,0,0.3,/,-20,1,-15,17,2
Cc1nc2ccc(C(=O)c3ccccc3)cc2[nH]1,-2,-2,0.4,-13,-16,0,-13,9,5
CC(C)NC(=O)COc1ccc(Cl)cc1Cl,-5,-2,2.2,-10,-23,6,-5,5,5
COc1ccc(CCn2c(=N)c(C(=O)NCC3CCCO3)cc3c(=O)n4cccc(C)c4nc32)cc1OC (stereo not given),-7,-11,2.8,-19,-22,1,-12,10,1
Cc1ccc(O)c(CNc2nc3ccccc3n2C(C)C)c1,5,-4,2.8,-1,-7,1,-2,1,-7
COc1ccc(C)cc1NC(=O)Nc1ccccc1SC,-16,-13,0.0,-15,-10,1,1,5,4
CCCCNC(=S)N/N=C/c1cc(C)ccc1C,-37,-3,-0.3,-20,-9,0,5,1,15
CCn1c(COc2ccccc2)nnc1SCC(=O)C(C)(C)C,-26,-3,0.8,-9,6,5,2,0,0
CC(C)n1nnnc1SCC(=O)c1c(N)n(C2CC2)c(=O)[nH]c1=O,-2,-1,0.3,-1,-9,3,-11,13,1
O=C(Nc1ccc2c(c1)nc1n2CCOC1)c1ccco1,-8,-2,0.2,12,-17,10,-8,7,8
Cc1ccc(S(=O)(=O)N2CCCCC2)cc1NC(=O)CCNC(=O)c1ccccc1,-8,-2,1.5,-21,-5,2,3,3,8
CN1C(=O)c2ccccc2OC1(C)Cc1ccccc1 (stereo not given),9,-6,0.5,-17,-5,1,-4,6,19
O=C(/C=C/c1ccccc1)Nc1cccnc1Cl,-12,-3,-0.2,-10,-6,5,-18,8,3
Cc1cc(NC(=O)CSc2nnc(-c3ccco3)n2Cc2ccccc2)no1,-7,-3,0.3,-14,1,14,5,0,-2
C[N+]1(CC(=O)OC2CCCCCCCCCCC2)CCCC1,-13,-15,2.1,8,1,1,69*,-38,13
COC1(OC)C(/C=C/c2ccc(Cl)cc2)C(C#N)(C#N)C1(OC)OC (stereo not given),17,-3,1.5,-10,-8,-3,-4,4,17
COc1cccc2cc(/C(=N/O)c3ccc(Br)cc3)oc12,-19,-3,0.7,26,-14,-1,-6,3,8
CCc1ccc(-c2nnn(CCC(=O)OC)n2)cc1,4,-5,0.2,-1,-2,1,-6,9,21
COc1ccccc1N1CCN(C(=O)CSc2nc3ncnc(N)c3[nH]2)CC1,-7,-6,0.2,6,-2,-1,-1,10,13
CCCCNC(=O)C1c2ccccc2OCC(=O)N1Cc1ccccn1 (stereo not given),-4,/,0.2,/,-19,3,/,/,-8
CC(C(=O)N1c2ccccc2CC1C)N1CCN(S(=O)(=O)c2ccccc2F)CC1 (stereo not given),-15,-2,0.7,-14,-9,-1,-15,11,5
CCOc1ccccc1NC(=O)C1CCCN(S(=O)(=O)c2c(C)[nH]c(=O)[nH]c2=O)C1 (stereo not given),/,-4,0.2,-7,-12,/,-16,8,12
CC(=O)C1(O)C(C)CC2C3CCC4CC(O)CCC4(C)C3=CCC21C (stereo not given),-17,3,7.0,0,-28,17,2,-6,12
COc1ccc(/C=N/Nc2nn3cnnc3c3ccccc23)cc1,-1,-3,0.2,-3,2,0,-8,3,-2
Cc1c2cnn(CC(=O)NCCN3CCOCC3)c(=O)c2c(C)n1Cc1ccccc1,-20,-4,5.5,-4,4,1,32*,-14,-3
Cc1ccc(NC(=S)NNC(=O)c2ccc(N3CCOCC3)c([N+](=O)[O-])c2)cc1C,-9,-6,0.7,-27,-3,5,-12,6,7
CC1CCN(S(=O)(=O)c2ccc(C(=O)N(C)C3CCS(=O)(=O)C3)cc2)CC1 (stereo not given),-19,-3,-0.3,-18,-10,0,-20,16,10

# Profiles, quoted from the list.
# CCc1ccc(-c2nnn(CCC(=O)OC)n2)cc1 is listed with TAAR1 antag = 4; CHRM1 agonist = -5; CHO-K1 Ca ag = 0.2; CHO parental Ca = -1; CHO-K1 Ca antag = -2; TAAR1 agonist = 1; M1 antag = -6; M1 PAM = 9; CHO-K1 Ca PAM = 21
# CCOc1ccccc1NC(=O)C1CCCN(S(=O)(=O)c2c(C)[nH]c(=O)[nH]c2=O)C1 (stereo not given) is listed with TAAR1 antag = /; CHRM1 agonist = -4; CHO-K1 Ca ag = 0.2; CHO parental Ca = -7; CHO-K1 Ca antag = -12; TAAR1 agonist = /; M1 antag = -16; M1 PAM = 8; CHO-K1 Ca PAM = 12

# More entries:
SMILES,TAAR1 antag,CHRM1 agonist,CHO-K1 Ca ag,CHO parental Ca,CHO-K1 Ca antag,TAAR1 agonist,M1 antag,M1 PAM,CHO-K1 Ca PAM
Cc1ccc(N2CCN(CC(O)COC3CCCCC3)CC2)cc1 (stereo not given),-4,-5,0.1,-17,-8,11,1,0,5
CCC(=O)N1N=C(c2c(-c3ccccc3)c3cc(Cl)ccc3[nH]c2=O)CC1c1ccco1 (stereo not given),-21,-1,0.7,-25,-3,0,-2,7,21
CN1CCN(c2ncnc3c2ncn3[C@H]2CN(Cc3ccc4c(c3)OCO4)C[C@@H](CO)O2)CC1,0,0,0.0,/,20,4,-7,7,-22
CCN(CC)S(=O)(=O)c1ccc(NC2CCCc3ccccc32)nc1 (stereo not given),21,-1,3.1,2,-4,0,12,-6,18
CC(C)=CCCC(C)CN1CCC(N2CCC(C(=O)NC(C)C)CC2)CC1 (stereo not given),-19,-8,0.7,-13,19,2,16,-10,-23
Cc1ccccc1-c1nnn(Cc2cccc(S(=O)(=O)N3CCOCC3)c2)n1,60*,4,15*,5,8,10,19,-11,-5
COc1cccc(C2C(C(N)=O)=C(C)Nc3nc(-c4cccc(Cl)c4)nn32)c1 (stereo not given),-3,-2,0.3,-13,-5,2,-16,12,14
Cc1c(NC(=O)COc2ncnc3c(Cl)cc(Cl)cc23)c(=O)n(-c2ccccc2)n1C,-6,-2,-0.3,-2,-2,10,-7,11,17
O=C(CSc1nnc(-c2ccccc2Br)o1)N1CCN(C(=O)c2ccco2)CC1,-12,-1,1.0,-19,-14,3,-5,-1,-4
COC(=O)CSc1nnc(-c2cccnc2)n1-c1cccc(OC)c1,3,-4,0.3,-13,-23,12,-3,5,18
CN(C)c1ccc(/C=C(\C#N)C(=O)c2ccccc2)cc1,79*,125*,46*,29,38*,104*,76*,-35,-5
O=C(CCNC(=O)c1ccco1)Nc1ccc(Cl)cc1,11,-5,1.5,-2,4,7,-3,12,9
CCCCNC(=O)c1ccc(NS(=O)(=O)c2ccccc2)cc1,-7,-3,8.5,-3,3,11,0,0,16
CCOc1cc(S(=O)(=O)NCc2ccncc2)c(C)cc1C,-5,3,3.7,-1,0,2,12,-9,19
CC1CN(CC(=O)NN=C(c2ccccc2)c2ccccc2)CC(C)O1 (stereo not given),-29,0,0.4,-5,8,4,1,1,3
CCn1c2ccc(F)cc2c2nnc(SCCN3CCCCC3)nc21,-12,-9,2.3,/,0,0,21,-12,6
Cc1ccc(C)c(OC(=O)c2ccncc2)c1,6,-3,0.0,-8,-2,0,-10,7,14
C=CCn1c(SCC(=O)NCC(=O)OCC)nnc1-c1cccc(OC)c1,-2,-4,0.4,-7,-7,12,-22,5,21
CCCOc1ccc(C(=O)Nc2ccc(CN3CCOCC3)cc2)cc1,-4,-7,3.5,-12,-11,4,-14,0,18
COC(=O)c1c(NC(=O)CN2C(=O)C(=O)N(CC(C)C)C2=O)sc(C)c1C,-22,-2,0.4,1,2,-1,-15,17,15
